ROC1-CUL1 inh: human ROC1-CUL1 E3 ligase inhibition. AID 1347404. inhibition, % at 10 µM. in vitro K48 di-Ub FRET, acceptor:donor ratio, 45 min. 0.6% of 140,000 active. P62877+Q13616; in the data active = inhibition above about 25%
Target sequence (P62877 whole entry, looked up): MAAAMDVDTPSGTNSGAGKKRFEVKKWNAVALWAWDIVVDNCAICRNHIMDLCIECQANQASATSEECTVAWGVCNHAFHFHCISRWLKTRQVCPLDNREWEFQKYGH
Target sequence (Q13616 whole entry, looked up): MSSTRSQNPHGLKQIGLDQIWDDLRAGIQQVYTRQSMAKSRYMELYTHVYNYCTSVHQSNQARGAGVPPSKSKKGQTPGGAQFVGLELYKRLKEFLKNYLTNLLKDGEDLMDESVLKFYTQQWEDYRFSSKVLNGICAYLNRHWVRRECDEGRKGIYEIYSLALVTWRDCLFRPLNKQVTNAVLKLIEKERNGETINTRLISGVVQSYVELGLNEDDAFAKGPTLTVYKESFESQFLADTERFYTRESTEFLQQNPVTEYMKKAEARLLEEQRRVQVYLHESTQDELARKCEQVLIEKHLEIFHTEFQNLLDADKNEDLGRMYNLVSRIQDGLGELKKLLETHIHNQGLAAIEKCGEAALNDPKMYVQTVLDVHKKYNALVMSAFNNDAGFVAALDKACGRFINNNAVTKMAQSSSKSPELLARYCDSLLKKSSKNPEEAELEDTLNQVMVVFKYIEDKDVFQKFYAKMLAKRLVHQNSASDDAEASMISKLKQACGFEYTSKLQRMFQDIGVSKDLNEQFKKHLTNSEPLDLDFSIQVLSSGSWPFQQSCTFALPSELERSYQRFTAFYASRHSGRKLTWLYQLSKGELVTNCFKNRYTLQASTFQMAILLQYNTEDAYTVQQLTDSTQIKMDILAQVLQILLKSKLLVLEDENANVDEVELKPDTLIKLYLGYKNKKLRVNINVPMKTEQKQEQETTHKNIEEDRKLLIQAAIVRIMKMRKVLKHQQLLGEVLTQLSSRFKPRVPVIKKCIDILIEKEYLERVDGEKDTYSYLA
* marks the source's active call; other numbers are inactive results. Some of the compounds tested, so the mix of outcomes need not match the whole.

SMILES,ROC1-CUL1 inh
CCN1CCN(C2(C(=O)N3CCC[C@H]3CO)Cc3ccccc3C2)CC1,-6
CC(C)CCNC(=O)c1ccccc1F,6
CCOC(=O)c1c(C)[nH]c(CCC(=O)NCc2cc(OC)c(OC)c(OC)c2)c1C,14
O=c1c2ccccc2nc2n1-c1ccccc1CCC2,3
CC(C)(C)C(=O)c1c(C(C)(C)C)occc1=O,-6
COc1ccccc1CNC(=O)c1ccc(Cn2c(SCc3ccccc3)nc3cccnc32)cc1,-15
COC(=O)c1ccc(C)c(NC(=O)C2CCCCC2)c1,3
Cc1cc(C)cc(OC(=O)N(c2ccccc2)c2ccccc2)c1,-6
CCCCCN(CCCCC)C(=O)c1cc(-c2ccc(Cl)c(Cl)c2)nc2ccccc12,10
CN(CCc1cn[nH]c1)C(=O)c1cn(C2CCCCC2)nn1,5
O=C1C(=O)N(CCN2CCOCC2)C(c2ccc(OCc3ccccc3)cc2)C1C(=O)c1cccs1 (configuration not stated),-5
CC(=O)Nc1ccc(C=C(C(=O)N2CCOCC2)C(=O)N2CCOCC2)cc1,0
COc1ccc(CNC(=O)c2cc3c(s2)-c2ccccc2OC3)cc1,-13
CCCCCC(=O)NC(=S)Nc1c(C)cccc1C,1
O=C(Nc1ccc(-c2cc(NC(=O)c3ccccc3)n(-c3ccccc3)n2)cc1)c1ccccc1,-7
Cc1ccc(NS(=O)(=O)c2c(C)ccc3nsnc23)cc1,-2
Cc1ccc2nc(COc3ccccc3NC(=O)C(C)(C)C)cc(=O)n2c1,8
Brc1ccc(-c2csc(Nc3nc(-c4ccccc4)cs3)n2)cc1,-10
N#CC1(Cc2ccccc2)N=C(c2ccccc2)c2ccccc2N1C(=O)c1ccccc1 (configuration not stated),-4
OCC1(Cc2ccccc2)CCCN(Cc2nc3c(s2)CCCC3)C1 (configuration not stated),4
COc1cccc(NC(=O)c2ccc(CNS(=O)(=O)c3ccc4c(c3)C(C)(C)C(=O)N4C)cc2)c1,9
Cc1ccccc1-c1nc(CN(C)Cc2nonc2C)c(C)o1,-5
CC(C)(C)C1CC=C2C(C#N)C(=N)C(C#N)(C#N)[C@H](c3ccc(F)c(F)c3)[C@H]2C1 (some centres not stated),-3
COc1nsc(=Nc2ccccc2)n1C(C)=O,10
CN1C(=O)NC(=O)CC1=NCc1ccccc1,4
Cc1cc(C)cc(NC(=O)N2CCN(Cc3ccccc3C)CC2)c1,5
CCOC(=O)Cn1cc(/C=C2\C(=O)NC(=O)N(Cc3ccccc3)C2=O)c2ccccc21,1
NC(=O)N1CCN(c2ccc(F)cc2)CC1,9
CCCCN1C(=O)C(Cl)=C(Cl)C1NC(=O)c1ccccc1 (configuration not stated),5
O=C(CCCc1ccccc1)NCc1ccccc1,-11
Cc1cccc(NC(=O)c2ccccc2NC(=O)CCC(=O)O)c1,3
CCCCOC(=O)c1ccc(OC(=O)c2cc3ccccc3oc2=O)cc1,0
CCC(Oc1ccccc1)C(=O)Nc1sc2c(c1C#N)CCCCCC2 (configuration not stated),0
CCOc1ccc(NC(=O)c2cc(C)on2)cc1,3
CCCN1C(=O)SC(CC(=O)Nc2ccccc2)C1=O (configuration not stated),4
CCOC(=O)c1c(C)oc2ccc(N(C(=O)c3ccncc3)S(=O)(=O)c3ccc(OC)cc3)cc12,4
C=CCNS(=O)(=O)c1ccc(C(=O)N2CC(C)CC(C)C2)cc1 (configuration not stated),-9
CCn1c2ccccc2c2cc(/C=N/N3CCN(c4ccccc4OC)CC3)ccc21,9
CC(=O)N1CCN(c2ncccc2CNCc2c(F)cccc2Cl)CC1,-3
COCCCNC(=O)CCc1ccc(S(=O)(=O)NC2CCCCC2)cc1,4
COc1ccc(-c2cn3c(n2)sc2cc(C(=O)Nc4ccc(F)cc4Cl)ccc23)cc1,4
CCN(c1ccccc1C)S(=O)(=O)c1nnc(NC(=O)c2ccccc2C)s1,2
CCOc1ccccc1NC(=O)Nc1cc2c(cc1N1CCCCC1)n(CC)c(=O)n2CC,-5
Cc1ccc(OCC(=O)Nc2ccc(C(=O)OCc3cc(=O)n4ccsc4n3)cc2)cc1C,-7
C/C(=N\NC(=O)c1c[nH]c2ccccc12)c1ccccc1Cl,5
COCCCNC(=O)c1ccc(C)c(-n2c(C)nc3cccnc32)c1,-3
COc1ccc(/C=C2/SC(=N)NC2=O)cc1OC,6
O=C(Nc1ccc(NC(=O)c2cc(I)ccc2I)cc1)c1ccco1,-3
CSc1ccc(Sc2ccc(F)cc2CN(C)C)cc1,0
CCn1c2ccccc2c2cc(CN3CCN(Cc4ccccc4Cl)CC3)ccc21,6
CCc1ccc(CNc2nc3n(n2)C(=O)C(Cc2ccccc2)C(C)=N3)cc1 (configuration not stated),1
Cc1ccnc(NC(=O)c2cccc(F)c2)c1,-2
COc1ccc(OCc2nc3ccccc3n2CCc2ccccc2)cc1,11
O=C(CSc1ccccn1)N/N=C/c1ccc(Cl)c(Cl)c1,-10
CCCn1c(=N)n(CC(O)COc2ccccc2OC)c2ccccc21 (configuration not stated),3
Cc1cccc(C2(c3cccc(C)c3)CC2C(=O)Nc2cc(Cl)ccn2)c1 (configuration not stated),3
Cc1ccccc1CN1C(=O)C2(c3ccccc31)N(c1ccccc1)C(=O)CS2(=O)=O (configuration not stated),-1
C#Cc1cccc(NC(=O)COc2ccccc2OC)c1,3
CCOC(=O)c1cnc(N2CCN(CC)CC2)[nH]c1=O,-3
CC(C)(C)c1ccc(C(=O)NC(=S)Nc2ccc(S(N)(=O)=O)cc2)cc1Br,11

6 structures out of the list, ordered by count of non-hydrogen atoms, smallest number first.
SMILES,ROC1-CUL1 inh
Cc1ccnc(NC(=O)c2cccc(F)c2)c1,-2
CSc1ccc(Sc2ccc(F)cc2CN(C)C)cc1,0
Cc1cccc(NC(=O)c2ccccc2NC(=O)CCC(=O)O)c1,3
O=C(Nc1ccc(NC(=O)c2cc(I)ccc2I)cc1)c1ccco1,-3
CCCn1c(=N)n(CC(O)COc2ccccc2OC)c2ccccc21 (configuration not stated),3
CCc1ccc(CNc2nc3n(n2)C(=O)C(Cc2ccccc2)C(C)=N3)cc1 (configuration not stated),1

Next part:
SMILES,ROC1-CUL1 inh
CCOc1ccc(C2CC(=O)NC3=NC(SCc4ccccc4C)=NC(=O)C32)cc1OC (configuration not stated),-3
CCOc1cccc2cc(C(N)=O)c(=Nc3ccc(C#N)cc3)oc12,-3
COc1nc(N2CCCCCC2)nc(N2CCOCC2)n1,-2
O=C(OCc1nc2ccccc2[nH]1)C12CC3CC(CC(C3)C1)C2,5
COc1ccc2c(c1)c1c(c(=O)n(-c3cccc(C)c3)c(=O)n1CC(=O)Nc1c(C)cc(C)cc1C)n2C,-7
COc1ccc(S(=O)(=O)N(CC(=O)NCC2CCCO2)c2ccc(C)cc2)cc1 (configuration not stated),7
O=C1OCCCN1CCNc1ccc(-c2nc(Cc3ccccc3)no2)cn1,7
CCOCCCNS(=O)(=O)c1ccc(Br)cc1,-5
O=C(CC1Sc2ccccc2NC1=O)NCc1ccco1 (configuration not stated),-3
CCOC(=O)c1cc2cc3c(cc2nc1COc1ccc(OC)cc1)OCO3,-12
CC(=O)c1ccc(NC(=O)CSc2nnc(-c3ccccc3O)n2CCc2ccccc2)cc1,8
CCc1ccc(CN2CCC(n3nccc3NC(C)=O)CC2)o1,0
COc1ccc(Br)cc1/C=C1\C(=O)NC(=S)N(C)C1=O,-1
CCN(CCn1cccn1)C(=O)CC1C(=O)NCCN1Cc1ccc(F)cc1Cl (configuration not stated),2
CC(C)C(=O)Nc1nc2c(s1)CC(C(C)(C)C)CC2 (configuration not stated),3
CCC(C)NC(=O)c1cccc(NS(C)(=O)=O)c1C (configuration not stated),1
OCCNc1ccc(-c2nc(-c3cccc(Cl)c3)no2)cn1,7
Cc1ccccc1OCc1nnc(SCC(=O)c2ccc3ccccc3c2)n1C,0
COCCNC(=O)CCn1c(=O)c2cc(OC)c(OC)cc2n(CC(=O)Nc2ccccc2OC)c1=O,-9
O=C(NNC(=O)c1ccccc1Br)c1ccc(NC(=O)C2CCCCC2)cc1,-9
Cc1c(C(=O)N2CCOCC2)oc2c1-c1nn(CC(=O)NCc3ccccc3)cc1CC2,-4
CCNC(=O)C12CCC(C)(c3nc4cc(Cl)c(Cl)cc4nc31)C2(C)C (configuration not stated),0
Cc1cc(C)c(NC(=O)CSc2nc3ccccc3nc2N2CCCCC2)c(C)c1,-5
O=S(=O)(Oc1ccc(-c2nc3ccc(Cl)cc3[nH]2)cc1)c1ccc(Cl)cc1,4
O=C(CSc1ccccc1)Nc1ccc(NC(=O)c2ccco2)cc1,-9
c1ccc(Cn2c(-c3ccccc3)c(-c3ccccc3)c3c2ncn2nc(-c4cccnc4)nc32)cc1,-2
CCSc1ncc(CN2CC[C@@H](N3CCCCCC3)[C@H](O)C2)cn1,-3
COCCN(CC1CCN(Cc2ccccc2OC)CC1)C(=O)CSC,2
O=[N+]([O-])c1ccc2nonc2c1Nc1ccc(Cc2ccc(Nc3c([N+](=O)[O-])ccc4nonc34)cc2)cc1,3
O=C(Nc1cnc2ccccn2c1=O)c1ccccc1Cl,-2

A different layout for part of the listing above:
ROC1-CUL1 inh | SMILES
3 | CC(C)C(=O)Nc1nc2c(s1)CC(C(C)(C)C)CC2 (configuration not stated)
1 | CCC(C)NC(=O)c1cccc(NS(C)(=O)=O)c1C (configuration not stated)
7 | OCCNc1ccc(-c2nc(-c3cccc(Cl)c3)no2)cn1
0 | Cc1ccccc1OCc1nnc(SCC(=O)c2ccc3ccccc3c2)n1C
-9 | COCCNC(=O)CCn1c(=O)c2cc(OC)c(OC)cc2n(CC(=O)Nc2ccccc2OC)c1=O
-9 | O=C(NNC(=O)c1ccccc1Br)c1ccc(NC(=O)C2CCCCC2)cc1

Not a retest: two of the compounds above.
SMILES,ROC1-CUL1 inh
COc1ccc2c(c1)c1c(c(=O)n(-c3cccc(C)c3)c(=O)n1CC(=O)Nc1c(C)cc(C)cc1C)n2C,-7
COc1ccc(S(=O)(=O)N(CC(=O)NCC2CCCO2)c2ccc(C)cc2)cc1 (configuration not stated),7

More structures
| SMILES | ROC1-CUL1 inh |
| --- | --- |
| COc1ccc(-c2nnc(SCC(=O)N/N=C\c3cccs3)n2-c2ccccc2)cc1 | -7 |
| COc1cc(C2C3=C(CCCC3=O)OC(=N)C2C#N)ccc1OCc1cccc(F)c1 (configuration not stated) | -7 |
| COc1cc(NC(=O)/C=C/c2ccc(C(C)(C)C)cc2)c(OC)cc1Cl | 1 |
| CCCC(=O)N1c2ncnn2C2(CCCCC2)[C@@H]2CCCC[C@@H]21 | -7 |
| CCN1CCN(C2(C(=O)NCCCn3ccnc3C)Cc3ccccc3C2)CC1 | 9 |
| CCOC(=O)c1[nH]ncc1CN1CCCC(C(=O)c2cc(F)ccc2F)C1 (configuration not stated) | -3 |
| COCC(=O)N1CCC(Oc2ccccc2C(=O)NCCc2ncccc2C)CC1 | -2 |
| Cc1ccccc1NS(=O)(=O)c1ccccc1F | 7 |
| Clc1ccc2c(c1)Sc1cc(Cl)ccc1OCO2 | 7 |
| CCc1ccc2oc(-c3cccc(NC(=O)C(C)(C)Oc4ccc(Br)cc4)c3)nc2c1 | 2 |
| CN(C)c1ncccc1CNC1CCN(c2ccc3c(c2)OCO3)CC1 | 2 |
| COCCn1c(SCC(=O)c2ccc(OC)cc2)nc2cc(C(=O)NC3CCCC3)ccc2c1=O | 5 |
| COc1ccc(Br)c2c1-c1nc(NC(=O)c3ccccc3F)sc1C2 | -2 |
| COc1ccc(C)cc1N(CC(=O)N1CCC(C)CC1)S(=O)(=O)c1ccc(C)cc1 | 1 |
| CCOc1ccc(/C=C2/SC(=O)N(CNc3ccccc3C(F)(F)F)C2=O)cc1OCC | -1 |
| Cc1nc2cc(NC(=O)c3ccco3)ccc2n1C | 7 |
| CCNC(=O)C12CCC(C)(c3nc4cc(C)c(C)cc4nc31)C2(C)C (configuration not stated) | 1 |
| CCOc1nc(-c2ccccc2)ccc1-c1noc(-c2cccs2)n1 | 5 |
| C=CCC(O)(CC=C)CNC(=O)CCC1(Cc2ccc(OC)c3ccccc23)CCC(=O)N1 (configuration not stated) | -13 |
| O=C(CSC1CC(=O)N(c2ccc(C(=O)O)cc2)C1=O)Nc1ccc2ccccc2c1 (configuration not stated) | -4 |
| O=C(Nc1cccc(Cl)c1)c1ccc(CN2CCCCC2)cc1 | 3 |
| CCN(CC)CCN(C)C(=O)CC1(c2cccc(F)c2)CC(=O)N(Cc2cccnc2)C1=O (configuration not stated) | 4 |
| O=C(CN1C(=O)CSC1=O)N1CCCCC1 | -12 |
| Cc1c(Cl)c([N+](=O)[O-])nn1CC(=O)N=C1C(=O)N(c2ccccc2)N(C)C1C (configuration not stated) | 6 |
| S=C1SCCN1CN1CCN(Cc2ccc3c(c2)OCO3)CC1 | 4 |
| O=S(=O)(Cc1ccccc1F)N1CCN(c2ccc(F)cc2)CC1 | 1 |
| O=C(CSc1nnnn1-c1ccccc1)Nc1nnc(SCc2cccc(Br)c2)s1 | 1 |
| N#Cc1nc(/C=C/c2ccc(F)cc2)oc1NC1CCCCC1 | -1 |
| COC(=O)c1ccc(C2CC(c3ccc(Cl)cc3)=Nc3nc4ccccc4n32)cc1 (configuration not stated) | 5 |
| CCOc1ccc(CNC(=O)Cc2ccc(NC(=O)N3CCCCc4ccccc43)cc2)cc1OC | -3 |

Of the compounds above, two contain a nitro group on carbon.
| SMILES | ROC1-CUL1 inh |
| --- | --- |
| O=[N+]([O-])c1ccc2nonc2c1Nc1ccc(Cc2ccc(Nc3c([N+](=O)[O-])ccc4nonc34)cc2)cc1 | 3 |
| Cc1c(Cl)c([N+](=O)[O-])nn1CC(=O)N=C1C(=O)N(c2ccccc2)N(C)C1C (configuration not stated) | 6 |

Further records:
| SMILES | ROC1-CUL1 inh |
| --- | --- |
| COc1ccc(OC)c2c(=O)c(=O)c12 | 17 |
| O=S(=O)(c1ccccc1)c1nc2ccccc2nc1/C=C/c1ccccc1 | 5 |
| Cc1cc(C)n(CCCNC(=O)C2CCCN(C3CCN(C(C)C)CC3)C2)n1 (configuration not stated) | 11 |
| CCCOc1ccccc1C1C2C(=O)CC(c3ccc(OC)cc3)CC2=Nc2ccccc2N1C(=O)c1ccccc1 (configuration not stated) | -4 |
| Cc1cc(C)cc(NC(=O)NCc2c(-n3cccc3)sc3c2CCCC3)c1 | -1 |
| CC1=NN(c2ccc(S(N)(=O)=O)cc2)C(=O)/C1=C\c1ccc(N(C)C)c(Br)c1 | 68* |
| COc1ccc(N2CCN(C(=O)c3ccc(Br)s3)CC2)cc1 | -1 |

Source: PubChem BioAssay
